CHRM1 PAM: positive allosteric modulators of human M1 muscarinic receptor | P11229 | AID 588819 | CHO-K1 hM1, Fluo-8 calcium fluorescence, ACh EC20; 0% = ACh EC20, 100% = maximal ACh | activation, % at 3 µM | actives 0.088% (n = 360,000); in the data active = activation above about 19%, passing the limit was not always enough
Target sequence (P11229 whole entry, looked up): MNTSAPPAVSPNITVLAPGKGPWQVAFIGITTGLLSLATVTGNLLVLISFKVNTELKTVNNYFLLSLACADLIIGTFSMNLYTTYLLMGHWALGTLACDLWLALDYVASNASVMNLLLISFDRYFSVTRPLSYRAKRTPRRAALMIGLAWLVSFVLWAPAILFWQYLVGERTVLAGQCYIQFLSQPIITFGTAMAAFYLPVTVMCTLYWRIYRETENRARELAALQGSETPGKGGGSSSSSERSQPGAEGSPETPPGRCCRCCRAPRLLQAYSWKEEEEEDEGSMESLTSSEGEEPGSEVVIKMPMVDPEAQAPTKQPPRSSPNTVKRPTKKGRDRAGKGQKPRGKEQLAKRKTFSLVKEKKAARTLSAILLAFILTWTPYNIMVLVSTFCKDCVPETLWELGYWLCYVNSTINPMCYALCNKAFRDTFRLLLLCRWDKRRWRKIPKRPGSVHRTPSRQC
M4 antag: CHRM4 antagonism in calcium assay. CHO-hM4 cells, ACh EC80, Fluo-8 calcium fluorescence. P08173. inhibition, % at 3 µM. AID 624125. actives 0.73% (n = 360,000);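 active = inhibition above its plate's cutoff, the mean inhibition of sample wells plus 3 SD, cut at about 27% in these data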;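 note: 0% = acetylcholine EC80 with DMSO and 100% = DMSO without agonist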
M5 PAM: potentiates acetylcholine response at human M5 receptor; AID 624038; activation, % at 3 µM; actives 0.3% (n = 360,000); CHO-K1 hM5, Fluo-8 calcium, ACh EC20 PAM; 0% = ACh EC20, 100% = ACh EC100;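 active = activation above the run cutoff, the mean activation of all test compounds plus 3 SD, cut at about 18% in these data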
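System: CHO-K1 cell line with stable human muscarinic M5 receptor expression | Also added: EC20 acetylcholine as agonist stimulus | Compound: One concentration, 3 µM final (nominal) | Timing: Fluo-8 loading 80 min at 37 °C plus 30 min room temperature | Measured by: Fluo-8 calcium dye fluorescence, kinetic read | Read-out basis: % activation, ACh-normalized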
CHRM5 agonist: CHRM5 agonism in calcium assay; CHO-K1 hM5 cells, Fluo-8 calcium fluorescence; 0% DMSO wells, 100% maximal acetylcholine response; actives 0.19% (n = 360,000); AID 624037; P08912; activation, % at 3 µM;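 active = activation above the run's mean over test compounds plus 3 SD, cut at about 23% in these data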;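 note: signal is peak over basal fluorescence ratio across the kinetic read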
CHRM1 agonist: activates human CHRM1 receptor; actives 0.33% (n = 360,000); P11229; AID 588814; CHO-K1 hM1, Fluo-8 calcium fluorescence, agonist mode; 0% DMSO, 100% acetylcholine EC100; activation, % at 3 µM;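 active = activation above the run's mean compound activation plus 3 SD, cut at about 16% in these data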;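 note: peak over basal fluorescence ratio within a 140 s kinetic read after compound addition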
CHRM4 agonist: agonists of human muscarinic M4 receptor (CHRM4); P08173; CHO-K1 hM4/Gqi5, Fluo-8 calcium fluorescence; vehicle 0%, full acetylcholine response 100%; activation, % at 3 µM; actives 0.14% (n = 360,000); AID 624127;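 active = activation above the run mean over all test wells plus 3 SD, cut at about 32% in these data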;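 note: peak over basal fluorescence ratio per well then scaled between controls; 0% = DMSO wells and 100% = acetylcholine at EC100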
TAAR1 agonist: agonists of human TAAR1. actives 0.99% (n = 360,000). activation, % at 3 µM. Q96RJ0. CHO RD-HGA16 TAAR1, Fluo-8 calcium fluorescence; vehicle wells 0%, saturating PEA agonist 100%. AID 624467;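 active = activation above the mean activation of all test compounds in the run plus 3 SD, cut at about 38% in these data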
Target sequence (Q96RJ0 whole entry, looked up): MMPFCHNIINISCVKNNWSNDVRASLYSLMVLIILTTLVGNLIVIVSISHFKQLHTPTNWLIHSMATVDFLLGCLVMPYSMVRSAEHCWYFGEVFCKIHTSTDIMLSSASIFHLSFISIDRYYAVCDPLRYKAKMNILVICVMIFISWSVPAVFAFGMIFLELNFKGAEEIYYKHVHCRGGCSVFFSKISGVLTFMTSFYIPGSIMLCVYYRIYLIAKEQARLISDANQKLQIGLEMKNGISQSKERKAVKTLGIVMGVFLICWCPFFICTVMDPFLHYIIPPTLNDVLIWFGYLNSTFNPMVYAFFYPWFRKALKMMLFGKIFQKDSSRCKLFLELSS
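Benchmarks: low control DMSO, high control PEA (EC100); System: CHO RD-HGA16 cells carrying human TAAR1 plus Gα16; Detection: Fluo-8 fluorescence, 5 s baseline then 140 s kinetic read; Schedule: 17-24 h plating, Fluo-8 75 min 37 °C, 30 min RT; Read-out basis: % activation from peak over basal fluorescence ratio, DMSO-to-PEA scaled.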
CHRM5 antagonist: antagonists of human muscarinic M5 receptor (CHRM5); P08912; CHO-hM5 cells, Fluo-8 calcium fluorescence, ACh EC80; inhibition, % at 3 µM; actives 0.59% (n = 360,000); AID 624040;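 active = inhibition above a per-plate cutoff, the mean of that plate's test compounds plus 3 SD, cut at about 27% in these data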;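 note: 0% = acetylcholine EC80 with DMSO and 100% = DMSO without agonist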
M1 antag: blocks human M1 muscarinic receptor. inhibition, % at 3 µM. P11229. CHO-K1 hM1, Fluo-8 calcium fluorescence, ACh EC80 antagonist. actives 1.3% (n = 360,000). AID 588852;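 active = percent inhibition above its own plate's cutoff, namely the mean of that plate's compound wells plus 3 SD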;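 note: peak over basal fluorescence ratio during 140 s after agonist addition; 0% = ACh EC80 plus DMSO and 100% = DMSO alone without agonist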
* hit, by the source's call; x = no result given. A portion of the library; count on the stated rates, not on these rows.

SMILES	CHRM1 PAM	M4 antag	M5 PAM	CHRM5 agonist	CHRM1 agonist	CHRM4 agonist	TAAR1 agonist	CHRM5 antagonist	M1 antag
COC(=O)c1ccc2c(c1)NC(=O)C(N1CCOCC1)S2 (centres undefined)	6	5	-1	4	0	1	3	0	1
CN(C)CCCNc1nc2cc(-c3cnn(C)c3)sc2c(=O)n1C	6	-2	-2	1	-4	0	0	0	-6
COc1ccc(-c2cc(C(=O)N3CCCCCC3)no2)cc1	1	3	3	0	-3	2	0	-6	0
COc1cccc(C(=O)Nc2ccc(C(=O)O)cc2)c1	11	-9	1	-1	2	1	10	-11	-14
COc1cc(/C=C/c2nc3ccccc3c(=O)[nH]2)ccc1OC(F)F	-10	9	-13	2	-4	18	-1	12	17
NS(=O)(=O)c1ccc(-c2ccc(/C=C3\SC(=S)N(C4CCS(=O)(=O)C4)C3=O)o2)cc1 (centres undefined)	1	6	-8	2	1	2	3	16	2
O=C1c2ccccc2C(=O)N1CCC(c1ccc(F)cc1)c1ccco1 (centres undefined)	2	1	3	-5	-4	-2	1	-4	-5
CC(C)N1CCc2c(sc(NC(=O)c3ccc(C(=O)c4ccccc4)cc3)c2C(N)=O)C1	10	5	8	-5	-4	3	7	-8	-13
COc1cc(CNCC(O)c2ccccc2)ccc1OCc1ccc(Cl)nc1 (centres undefined)	7	-10	-1	1	-2	6	39*	1	-8
Cc1cccc(NC(=O)c2cccc(OC(=S)N3CCOCC3)c2)c1C	8	-1	-2	-6	-1	1	3	12	-6
Clc1cccc(CSC2=NCCCN2)c1	1	-3	2	2	-2	0	x	-4	-1
CCOc1ccc(C(=O)CCC(=O)NNC(=O)CCN2CCN(c3ccccc3)CC2)cc1	-2	-12	6	0	-2	4	0	3	-8
O=C(N/N=C/c1ccc(O)c([N+](=O)[O-])c1)c1ccncc1	13	5	5	0	-1	0	0	2	-20
CCOC(=O)Nc1ccc(C(=O)Oc2ccccc2)c(O)c1	-1	4	-6	-1	-5	9	-1	4	-3
COc1cc(Cl)c(C)cc1NC(=O)CNC(=O)Cn1cnc2ccccc2c1=O	-2	-2	1	1	-3	-1	1	0	5
O=C(O)c1ccc(O)cc1O	1	8	-1	3	-3	2	1	4	1
O=C(CN(C(=O)c1csnn1)c1ccc(Cl)cc1)NC1CCCC1	4	3	4	-3	-4	-1	-1	5	2
Cc1cc(C)cc(NC(=O)N2CCC(c3nc4ccccc4o3)CC2)c1	1	-12	-8	-4	-6	0	2	2	-7
O=C(COC(=O)c1cc(Cl)ccc1O)NNC(=O)c1ccccc1F	3	-10	1	-1	-1	1	7	5	-6
COc1ccc(CCCN2CCC(CN3CCNC(=O)C3=O)CC2)cc1OC	-1	-1	0	1	-6	0	2	4	3
Cc1ccc(C(C)C)c(OCCN)c1	2	3	-2	-5	-8	1	38*	3	6
CC(=O)Nc1ccc(-c2csc(NC(=O)C3CSC4(C)CCC(=O)N34)n2)cc1 (centres undefined)	6	-14	-1	2	-1	6	5	0	-10
COCCN(C(=O)COC(=O)C1(C)CC1(Cl)Cl)c1c(N)n(Cc2ccccc2)c(=O)[nH]c1=O (centres undefined)	5	-9	-5	-2	-4	0	0	14	-9
O=c1[nH]c(CN2CCN(S(=O)(=O)/C=C/c3ccccc3)CC2)nc2ccccc12	2	-13	6	-4	-7	6	4	0	-2

Of the compounds above, these have a COOH group:
SMILES	CHRM1 PAM	M4 antag	M5 PAM	CHRM5 agonist	CHRM1 agonist	CHRM4 agonist	TAAR1 agonist	CHRM5 antagonist	M1 antag
COc1cccc(C(=O)Nc2ccc(C(=O)O)cc2)c1	11	-9	1	-1	2	1	10	-11	-14
O=C(O)c1ccc(O)cc1O	1	8	-1	3	-3	2	1	4	1

Next results follow.
SMILES	CHRM1 PAM	M4 antag	M5 PAM	CHRM5 agonist	CHRM1 agonist	CHRM4 agonist	TAAR1 agonist	CHRM5 antagonist	M1 antag
CC1CCc2[nH]c3ccc(C(=O)NCCCOC(C)C)cc3c2C1 (centres undefined)	8	4	6	-4	-2	1	0	5	-3
NNC(=O)CNS(=O)(=O)c1ccc([N+](=O)[O-])cc1	4	7	9	2	0	3	7	-8	-4
N/C(=N\OC(=O)c1ccc(Cl)cc1)c1ccc(Cl)cc1	2	7	2	-3	-3	0	7	2	-10
CC(C)NC(=S)N1CCn2c(nc3ccccc32)C1	7	-2	1	-1	-3	1	-1	-2	-8
COC(=O)c1ccccc1NC(=O)CCCCCn1nnc2ccccc2c1=O	13	-1	6	-4	-3	3	-1	-6	-7
O=C(COC(=O)c1cccs1)Nc1ccc(F)c(F)c1	-5	7	-13	0	-2	1	0	11	21
CC1CCc2c(sc3ncn4c(SCC(=O)NCc5ccco5)nnc4c23)C1 (centres undefined)	7	-5	-10	2	-1	0	7	10	-21
CC(C)Oc1cccc(C(=O)NC(=S)Nc2ccc(N3CCN(C)CC3)cc2)c1	-27	39*	-36	-19	-4	7	20	15	99*
Cc1nc(C(=O)NCCC(C)C)sc1C1(C)CC(c2ccccc2)=NO1 (centres undefined)	-12	1	-1	8	2	3	15	12	22
NS(=O)(=O)c1ccc(CNC(=O)c2scc3c2CCCC3)cc1	10	1	2	5	-5	2	2	3	-12
O=C(Cn1ncc2c1-c1ccccc1OC2)Nc1cccc(Cl)c1	9	1	-8	3	3	8	6	4	-16
CC(C)=CCc1c2c(c3occ(-c4ccc(O)cc4)c(=O)c3c1O)C=CC(C)(C)O2	3	-8	0	3	1	0	10	3	-4
COc1ccc(S(=O)(=O)N2CCC(C(=O)N[C@@H](C)C(=O)NCc3cccc(OC)c3)CC2)cc1	3	5	-3	-6	-7	1	1	10	-4
CCCc1nc(SCC(=O)N2CCCc3ccccc32)c2c(=O)n(C)c(=O)n(C)c2n1	-2	-5	-3	-1	-10	3	x	0	-11
O=S(=O)(NC1CCN(S(=O)(=O)c2ccc3c(c2)OCCO3)C1)c1c(F)cccc1F (centres undefined)	-5	8	-4	3	-5	2	2	10	4
CCN(CC)C(=O)C(Oc1ccc(S(=O)(=O)N2CCCC2)cc1[N+](=O)[O-])c1ccccc1 (centres undefined)	8	6	-3	-6	-11	2	-1	8	-5
CC1=NN(C(=O)CCc2ccc3c(c2)OCO3)C(O)(C(F)(F)F)C1 (centres undefined)	3	3	-1	-2	-8	2	-1	2	2
O=C(c1ccc(N2CCN(C3CC(=O)N(Cc4cccs4)C3=O)CC2)cc1)c1cccnc1 (centres undefined)	-2	-6	-6	6	3	14	13	9	-1
CCc1nnc(NC(=O)CN2C(=O)CCC2=O)s1	-4	-5	0	-3	-2	0	5	4	6
COc1ccccc1C(=O)NNC(=S)NC(=O)c1cccs1	12	-12	4	-4	6	3	106*	-2	-11
CCN(C[C@H]1N[C@@](Cc2ccccc2)(C(=O)OC)[C@H]2C(=O)N(C)C(=O)[C@@H]12)C(=O)c1ccc(C(C)(C)C)cc1	2	-4	3	1	-3	1	3	-10	-6
CC1=C(C)CC(C(=O)NC2CCCC2)C(C(=O)O)C1 (centres undefined)	10	2	5	-2	0	1	4	2	-7
CCC1=C(OC(=O)N(CC)CC)N2C(=O)OC(=NCC(=O)OC)[C@]2(Cc2ccccc2)[C@H]2C1=CC[C@H]1C(=O)NC(=O)[C@H]12	17	-2	7	2	-2	0	2	4	-17
Cc1ccc2nc(N(CCN(C)C)C(=O)c3ccc4ccccc4c3)sc2c1	17	2	8	-2	-2	1	x	-5	-20
Cc1ccc2nc(C(C)(C)C)c(Cc3ccccc3C(F)(F)F)n2c1	-7	-8	-9	-5	-4	0	5	5	-19
Cc1cccc(NC(=O)NCc2cccnc2)c1C	10	-23	4	-1	-2	0	0	-4	-11
CC(=O)Nc1ccc(C(=O)N2CCCCC2c2cc(C(=O)NCc3ccc(F)cc3)no2)cc1 (centres undefined)	2	-12	-2	2	-2	3	2	-6	-4
COc1ccc(-c2oc3ncnc(NCCCN4CCOCC4)c3c2-c2ccc(OC)cc2)cc1	-7	12	-3	-6	-5	6	7	6	-1
CCOC(=O)C1(Cc2cccc(Cl)c2)CCCN(CCO)C1 (centres undefined)	9	9	-12	-3	-2	1	1	5	-9
CC1CC(C)(C)CC2(C1)NC(=O)N(CC(=O)Nc1ccc3c(c1)OCO3)C2=O (centres undefined)	6	-5	-3	0	-3	1	0	5	-6
Cc1ccc(C(O)c2ncc(-c3cccc(C(F)(F)F)c3)[nH]2)c(C)c1 (centres undefined)	2	-11	-1	4	0	4	3	-4	1
Cc1ccsc1C(=O)Nc1ccc2c(c1)OCCO2	11	8	2	-4	-7	1	2	-4	-3
CCOC(=O)Oc1c(OC)cc(C(=O)O[C@@H]2C[C@@H]3CN4CCc5c([nH]c6cc(OC)ccc56)[C@H]4C[C@@H]3[C@H](C(=O)OC)[C@H]2OC)cc1OC	-1	0	4	1	-1	1	4	-7	-27
COc1ccc(-c2csc(=Nc3c(C)n(C)n(-c4ccccc4)c3=O)n2C(C)(C)C)cc1	7	4	1	1	-5	0	1	7	-10
COc1ccc(C(=O)NCC(c2ccc3c(c2)OCO3)N2CCN(c3ccc(OC)cc3)CC2)cc1 (centres undefined)	3	-11	3	-6	-7	1	-1	-4	-6
CCc1ccc(NC(=O)Nc2cc(C(=O)O)ccc2N2CC3CC(C2)c2cccc(=O)n2C3)cc1 (centres undefined)	3	15	-4	-5	0	0	2	3	-7
COC(=O)[C@H](Cc1ccc(O)cc1)NC(=O)Cn1cnc2c(OCc3ccccc3)ncnc21	4	-8	4	8	4	4	16	-3	-6
CC(/C=C1\SC(=S)N(CCCC(=O)Nc2ccc(C(=O)O)cc2)C1=O)=C\c1ccccc1	3	0	-6	2	-1	2	6	2	1
O=C(COC(=O)Cn1[nH]c(=O)c2ccccc2c1=O)NNC(=O)c1ccccc1	4	13	1	2	-2	0	1	-1	-3
CC1CC(=O)N(CC(=O)NCc2ccc3c(c2)OCO3)c2ccccc2S1 (centres undefined)	2	-8	-4	2	-6	6	26	9	-3
Cc1ccccc1NC(=O)c1sc(Cl)nc1-c1ccccc1	0	1	2	-5	-5	-3	10	0	-1
COc1ccc(CNC(=O)CN2C(=O)NC3(CCCCCCC3)C2=O)cc1	15	-2	4	1	0	1	0	12	-19
CCOC(=O)c1c(C)n(C)c2ccc(OC)c(NC(=O)CCN3CCC(Cc4ccccc4)CC3)c12	-1	-1	-9	-4	-9	-1	-2	13	-8
Cc1nnc(NC(=O)c2csc3c2CCC(C)C3)s1 (centres undefined)	9	-4	2	-5	-1	0	-2	8	-2
CCOC(=O)Cc1csc(NC(=O)c2cccs2)n1	5	-5	-13	2	0	4	4	2	-5
CCOc1cc(C(=O)N/N=C/c2ccsc2)cc(OCC)c1OCC	-6	14	-3	-3	-9	0	4	6	3

Bioassay records: PubChem, The Scripps Research Institute Molecular Screening Center
